From PubChem BioAssay
NPR2 activator: human GC-B receptor activators, primary screen, HEK293 GC-B cells, cGMP TR-FRET, EC30 CNP | 0% at EC30 CNP, 100% saturating CNP | 370,000 compounds, 0.11% hits | AID 1920062, 2024 | activation, % at 10 µM | Atrial natriuretic peptide receptor 2 (Homo sapiens), P20594;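 active = activation at 10 µM reaching about 35% in either raw or pattern-adjusted values, limit read from the data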
hcDAF12 agonist: H. contortus DAF-12 nuclear receptor activators, primary screen, cell-based, luminescence, HEK293, lit1-tk-luc reporter; HEK293 hcDAF-12 lit1-tk-luc reporter; 0% DMSO, 100% Δ7-dafachronic acid; activation, % at 6.8 µM; 370,000 compounds, 1.4% hits;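 active = activation above the mean of all tested compounds plus 3 SD, cut at about 5.5% in these data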;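 also: 100% = response to 3 µM Δ7-dafachronic acid high control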
SMARCA2 act: SMARCA2 (BRM) function activators, primary screen, cell-based, luminescence, high throughput | MG213 cells, MMTV-luciferase reporter, dexamethasone, overnight | activation, % at 9.1 µM | 370,000 compounds, 1% hits | AID 652017, 2013; in the data active = activation above about 7.8%;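 also: 0% = vehicle wells and 100% = reference activator wells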
DAX1 inh-1: DAX1 (NR0B1) inhibitors on StAR promoter, primary screen, cell-based, luminescence, SF-1 (NR5A1), full-length DAX-1 | HEK293T StAR-luciferase reporter, SF-1/DAX-1 repression relief | inhibition, % at 6.8 µM | 370,000 compounds, 1.1% hits | AID 652010, 2013;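 active = inhibition above the mean over all tested compounds plus 3 SD, cut at about 3.6% in these data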;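 also: 0% = DAX-1 cells with DMSO and 100% = cells lacking DAX-1 with DMSO; higher inhibition means more luminescence from relief of DAX-1 repression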
ssDAF12 agonist: S. stercoralis DAF-12 nuclear receptor activators, primary screen, cell-based, luminescence, HEK293, GRIP1 co-expression, lit1-tk-luc. Nuclear hormone receptor DAF-12 (Strongyloides stercoralis). HEK293 ssDAF-12/GRIP1 lit1-tk-luc reporter; % of 3 µM dafachronic acid response. activation, % at 6.8 µM. 370,000 compounds, 1% hits;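 active = activation above the mean over all tested compounds plus 3 SD, cut at about 0.9% in these data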;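 also: 0% = DMSO-only wells and 100% = 3 µM delta7-dafachronic acid wells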
GC-A act: GC-A stimulated cGMP production enhancers – HEK293 GC-A cells, cGMP TR-FRET, EC30 ANP, primary screen; Atrial natriuretic peptide receptor 1 (Homo sapiens), P16066; 0% at EC30 ANP, 100% saturating ANP; 370,000 compounds, 0.14% hits; activation, % at 10 µM; in the data active = activation above about 40%
DAX1 inh-2: DAX1 (NR0B1) inhibitors, primary screen, cell-based, HEK293, Gal4-DAX1, luciferase luminescence | AID 504766, 2011 | 340,000 compounds, 0.99% hits | HEK293 Gal4-DAX1 luciferase reporter | inhibition, % at 6.75 µM;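 active = inhibition above the mean over all tested compounds plus 3 SD, cut at about 4.2% in these data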;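 also: 0% = DAX1-transfected cells with DMSO and 100% = empty-vector control cells with DMSO; inhibition shows as a rise in luminescence from relieved DAX1 repression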
Target sequence (P51843 207-470 limits assumed): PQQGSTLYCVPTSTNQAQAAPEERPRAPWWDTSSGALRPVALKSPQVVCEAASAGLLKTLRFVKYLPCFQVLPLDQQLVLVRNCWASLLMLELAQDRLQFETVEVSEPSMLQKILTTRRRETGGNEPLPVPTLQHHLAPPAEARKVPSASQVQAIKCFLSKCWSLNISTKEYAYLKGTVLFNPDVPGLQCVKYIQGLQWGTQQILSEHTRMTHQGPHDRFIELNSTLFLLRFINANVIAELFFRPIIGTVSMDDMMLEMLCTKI
KLK7 zymogen act: proKLK7 zymogen activators, primary screen, biochemical, fluorescence intensity; Kallikrein-7 (Homo sapiens), P49862; purified proKLK7, EDANS-DABCYL substrate fluorescence; 100% is mature enzyme control, 0% vehicle; activation, % at 7 µM; 370,000 compounds, 0.9% hits;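 active = activation above the mean of all tested compounds plus 3 SD, computed per campaign excluding outliers beyond control limits, cut at about 13% in these data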
Target sequence (P49862 whole entry, looked up): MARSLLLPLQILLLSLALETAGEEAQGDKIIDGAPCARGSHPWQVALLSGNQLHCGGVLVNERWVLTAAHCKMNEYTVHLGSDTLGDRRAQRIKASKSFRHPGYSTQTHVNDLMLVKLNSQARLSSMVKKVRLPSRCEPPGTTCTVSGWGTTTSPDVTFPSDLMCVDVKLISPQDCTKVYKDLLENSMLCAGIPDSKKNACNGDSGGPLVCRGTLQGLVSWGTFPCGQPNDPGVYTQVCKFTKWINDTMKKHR
GAA850 FXN act: FXN promoter activators, primary screen, cell-based, luciferase luminescence, HEK293 lucGAA850; HEK293 lucGAA850 FXN promoter luciferase reporter, 24 h; percent of 10 µM SAHA response; activation, % at 6 µM; 360,000 compounds, 0.56% hits;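 active = activation above the average of all compounds screened plus 3 SD, cutoff fixed separately per campaign, cut at about 7.5% in these data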;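 also: 0% = DMSO wells and 100% = 10 µM SAHA wells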
HGIII-sPLA2 inh: human group III sPLA2 inhibitors, primary screen, biochemical, QFRET, BODIPY PC-A2 liposome substrate. 370,000 compounds, 0.56% hits. QFRET BODIPY PC-A2 liposome hydrolysis, fluorescence. Group 3 secretory phospholipase A2 (Homo sapiens), Q9NZ20. inhibition, % at 12.2 µM;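 active = inhibition above mean plus 3 SD of compounds lying within the high and low control bounds, cut at about 19% in these data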;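 also: 0% = median of test compound wells and 100% = no enzyme DMSO wells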
Target sequence (Q9NZ20 whole entry, looked up): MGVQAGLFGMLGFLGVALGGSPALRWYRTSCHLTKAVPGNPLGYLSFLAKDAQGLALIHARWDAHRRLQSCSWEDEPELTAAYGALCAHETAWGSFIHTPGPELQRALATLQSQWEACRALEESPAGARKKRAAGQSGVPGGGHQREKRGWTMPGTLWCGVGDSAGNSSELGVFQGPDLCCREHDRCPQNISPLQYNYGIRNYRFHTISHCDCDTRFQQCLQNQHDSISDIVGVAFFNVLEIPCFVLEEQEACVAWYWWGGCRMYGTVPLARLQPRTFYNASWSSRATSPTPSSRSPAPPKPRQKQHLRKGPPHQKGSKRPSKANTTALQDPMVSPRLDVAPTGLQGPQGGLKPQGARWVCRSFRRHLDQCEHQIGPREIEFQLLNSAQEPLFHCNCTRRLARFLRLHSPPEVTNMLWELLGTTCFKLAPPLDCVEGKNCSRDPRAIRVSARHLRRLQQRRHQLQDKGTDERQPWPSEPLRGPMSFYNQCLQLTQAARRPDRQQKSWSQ
hgDAF-12 ag: H. glycines DAF-12 receptor agonists, primary screen, cell-based, luminescence, HEK293, GAL4 fusion, UAS-luciferase; Nuclear hormone receptor DAF-12 (Heterodera glycines), GAL4 fusion; HEK293 GAL4-hgDAF12 UAS-luciferase reporter, agonist luminescence; normalized to butyrate control; activation, % at 6.8 µM; 370,000 compounds, 1.8% hits;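 active = activation above a cutoff set at the mean of all screened compounds plus 3 SD, cut at about 10% in these data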;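 also: 0% = DMSO wells and 100% = sodium butyrate wells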
Numbers without * were called inactive; x = no result given. Not a hit list; overall some 6.7% were active at least once.

SMILES	NPR2 activator	hcDAF12 agonist	SMARCA2 act	DAX1 inh-1	ssDAF12 agonist	GC-A act	DAX1 inh-2	KLK7 zymogen act	GAA850 FXN act	HGIII-sPLA2 inh	hgDAF-12 ag
Cc1cc(NC(=O)c2ccc([N+](=O)[O-])cc2)n(CCC#N)n1	-4	-1.3	0	1.8	-0.5	4	-1.9	0.1	0.0	9	3.2
COCc1cc(C)nc(SC)c1C#N	2	-1.8	0	0.2	-1.4	1	x	0.5	4.2	6	-2.2
CCN(CC(=O)NC(C)(C)C)C(=O)c1ccc2c(c1)S(=O)(=O)c1ccccc1C2=O	8	-0.3	-4	-0.2	-0.9	5	0.6	-0.1	2.9	8	-0.9
COc1cc2c(cc1OC)C(c1ccc3c(c1)Cc1ccccc1-3)OC(=O)C2 (stereo not given)	-2	-3.1	-2	1.0	-1.4	-1	x	-0.5	2.2	-41	-0.5
CCOC(=O)C1CCCN(C(=O)c2cc(OC)ccc2Br)CC1 (stereo not given)	0	-1.1	-2	-0.1	-1.6	-1	x	0.3	0.1	1	3.5
CC(C)[C@@H](CO)NC(=O)c1ccc2c3n(nc2c1)-c1ccccc1CO3	-3	5.2	7	2.6	0.3	3	-1.2	-5.4	3.7	3	9.7
Cc1ccc(S(=O)(=O)N2C[C@@H]3[C@H]4CC[C@H](C4)[C@@H]3[C@@H](C)[C@H]2c2ccco2)cc1	-4	1.6	-4	-0.8	-2.0	-4	-0.3	-0.5	-0.5	-4	-0.1
CC(C)(C)OC(=O)NCCCC[C@H](NC(=O)c1nc[nH]c1C(=O)N[C@@H](CCCCNC(=O)OC(C)(C)C)C(=O)OC(C)(C)C)C(=O)OC(C)(C)C	11	1.4	0	-0.9	-1.0	4	-0.8	-0.1	-4.5	-5	-1.1
COc1ccc(/C=N/NC(=O)c2sccc2OCc2ccc(F)cc2)cc1OC	-1	-1.8	0	-0.4	-1.5	4	0.8	0.5	-0.1	7	0.4
Cc1ccc(NC(=O)c2ccc3c(c2)N(CC(=O)NC(C)C)C(=O)C(C)(C)O3)cc1	7	-2.6	-2	0.0	-0.8	0	1.7	-0.5	-0.4	8	-2.1
N#CC1=C(N)Oc2c(oc(CO)cc2=O)C1c1ccccc1[N+](=O)[O-] (stereo not given)	-5	3.2	-4	0.5	0.1	-3	x	11	1.7	0	1.1
O=C(c1nc2ccccn2c1CN1CCC(Cc2ccccc2)CC1)N1CCCC1	-1	2.5	0	-0.7	0.3	0	0.3	0.5	3.3	0	-1.7
COc1ccc(C(=O)NC(=S)NNC(=O)c2c(-c3ccccc3)noc2C)cc1OC	-1	3.3	-3	-0.6	0.3	-6	x	-0.1	0.6	20*	0.9
CC(C)NC(=O)c1ccc2c(c1)N(CC(=O)N1CCCCC1)C(=O)C(C)(C)O2	3	-0.6	-1	-0.3	-0.7	6	-0.1	-1.0	2.3	3	0.0
CN1CCN(CCCCOc2ccc(Br)cc2)CC1	-7	-0.8	-4	-0.3	-1.9	7	0.5	-0.2	-1.5	15	-1.1
O=C(NCC1CCCO1)c1c(O)c2ccccc2[nH]c1=O (stereo not given)	2	-1.4	2	-0.1	-1.4	-4	0.3	0.0	1.3	2	1.5
Cc1ccc(N=CC2=C(O)CC(c3cccc(Cl)c3)CC2=O)cc1 (stereo not given)	-8	-1.2	-3	-0.2	-0.8	3	0.9	-0.4	2.0	11	-0.2
COC(=O)c1ccc(N2C(=O)C3CC=CC(C)C3C2=O)cc1 (stereo not given)	6	-1.4	-4	0.3	-0.3	3	0.8	-0.2	1.8	0	1.9
Cn1c(=O)c2ncn(CC(=O)N/N=C/C=C/c3ccccc3)c2n(C)c1=O	1	-0.7	1	-0.3	-1.2	-2	0.4	0.6	2.4	-4	1.8
CC(C)(CNC(=O)CC1C(=O)NCCN1Cc1cccc(F)c1)N1CCOCC1 (stereo not given)	2	-1.1	4	0.4	-1.3	6	0.0	-0.2	-0.4	2	-0.7
Cc1noc(C)c1C(=O)Nc1ccc(C#N)cc1	2	-0.3	-1	-0.1	-1.2	2	0.5	0.1	-1.1	7	1.3
CCc1ccc([C@@H]2CC=C(C(=O)O)[C@H](c3ccc(C)cc3)N2S(=O)(=O)c2ccc(C)cc2)cc1	3	-1.2	-5	-0.3	-0.6	-3	-1.0	-0.4	0.7	-39	0.1
Cc1ccc(C(=O)NC(=S)Nc2ccc(NC(=O)c3cccc(Cl)c3)cc2)cc1	-2	-1.0	-2	-0.6	-0.2	0	-0.2	-0.4	-6.4	10	0.8
CC(=O)N1CCN(c2nc(C)nc3sc4c(c23)CCC(C)C4)CC1 (stereo not given)	-10	-2.5	0	-0.7	-1.1	-3	0.0	-0.2	3.4	7	1.1
COCCCC1CCN(C(=O)C2CCC(=O)N(CCCc3ccccc3)C2)CC1 (stereo not given)	-4	1.1	-3	-0.6	-0.6	-1	1.4	-0.6	0.2	6	3.9

3 structures out of the list, ordered by heavy-atom count, largest number first:
SMILES	NPR2 activator	hcDAF12 agonist	SMARCA2 act	DAX1 inh-1	ssDAF12 agonist	GC-A act	DAX1 inh-2	KLK7 zymogen act	GAA850 FXN act	HGIII-sPLA2 inh	hgDAF-12 ag
COc1cc2c(cc1OC)C(c1ccc3c(c1)Cc1ccccc1-3)OC(=O)C2 (stereo not given)	-2	-3.1	-2	1.0	-1.4	-1	x	-0.5	2.2	-41	-0.5
Cc1ccc(S(=O)(=O)N2C[C@@H]3[C@H]4CC[C@H](C4)[C@@H]3[C@@H](C)[C@H]2c2ccco2)cc1	-4	1.6	-4	-0.8	-2.0	-4	-0.3	-0.5	-0.5	-4	-0.1
COC(=O)c1ccc(N2C(=O)C3CC=CC(C)C3C2=O)cc1 (stereo not given)	6	-1.4	-4	0.3	-0.3	3	0.8	-0.2	1.8	0	1.9

Next part.
SMILES	NPR2 activator	hcDAF12 agonist	SMARCA2 act	DAX1 inh-1	ssDAF12 agonist	GC-A act	DAX1 inh-2	KLK7 zymogen act	GAA850 FXN act	HGIII-sPLA2 inh	hgDAF-12 ag
O=C(CSc1n[nH]c(=O)n1C1CC1)c1c[nH]c2ccccc12	-5	2.7	5	0.9	0.9	-2	0.9	-0.6	1.2	4	4.7
COc1ccc2c3c(c(=O)oc2c1OCC(=O)O)CCCC3	1	-0.3	-2	-0.1	-1.6	1	0.2	6.6	3.2	2	-0.8
CCOc1cc(/C=N/NC(=O)c2ccc(CN3CCOCC3)cc2)ccc1OC	1	-0.9	-3	-0.8	-1.0	2	-0.4	1.3	3.5	-1	-4.8
COc1cc(/C=C2/SC(=Nc3ccc(O)cc3)NC2=O)ccc1O	2	-0.8	5	-1.0	-1.1	1	2.4	-0.2	4.0	-14	3.7
C=CCOC(=O)C1C(=O)CC(C)(O)C(C(=O)OCC=C)C1c1ccc(N(C)C)cc1 (stereo not given)	3	-0.6	-1	-0.7	-1.0	3	1.6	-0.6	-0.3	1	1.2
Cc1cc(C)n(-c2nc(C(=O)O)cs2)n1	3	-1.7	-1	0.3	-0.8	1	x	0.3	2.3	3	2.6
COc1ccccc1/C=C/C(=O)c1ccccc1	3	1.5	6	0.3	0.0	4	0.0	-4.8	7.6*	1	13*
Cc1nnc(SCC(=O)N(Cc2ccccc2)C(C)(C)C)[nH]c1=O	-7	-1.2	-2	0.5	-0.1	-1	-0.8	-0.6	1.9	2	0.0
O=C(CSc1ncn[nH]1)NCc1ccc(Cl)cc1	0	-1.2	-1	0.5	-0.7	0	1.2	-0.7	0.6	-4	-0.1
Cc1ccc(NC(=O)/C=C/c2ccc([N+](=O)[O-])s2)cc1	4	2.2	6	-0.6	-1.4	3	-0.3	0.2	0.2	3	-3.7
Cc1ccc(Sc2ncccc2COC(=O)Nc2c(C)cccc2C)cc1	-6	0.0	0	-0.6	-1.2	1	0.0	-0.1	0.3	-6	-3.3
Cc1ccc2c(c1)[C@@H]1[C@H](CO2)[C@H](c2ccccc2)[C@]2(C)C(=O)N[C@H](C)C(=O)N12	-5	-0.1	1	-0.1	0.0	-3	-0.6	0.7	0.0	4	-0.1
CN(c1ccccc1)S(=O)(=O)c1ccc(C(=O)NCc2ccccc2F)cc1	0	-1.4	3	-3.1	-1.1	-6	3.7	0.1	1.3	4	0.5
COc1ccc(-c2nc3ccc(C)cn3c2Cc2ccccc2C(F)(F)F)cc1OC	11	-2.5	-1	0.7	-1.4	2	x	-1.5	x	-7	0.9
ClCc1nnc(-c2cc3c(s2)CCCC3)o1	2	1.5	11*	-1.3	-0.8	54*	-0.6	-0.4	-2.0	1	3.1
COc1ccccc1NC(=O)/C=C/C(=O)O	0	0.2	-1	-0.4	-1.9	-4	-1.3	0.6	-0.7	-3	-1.1

Entries from the list above that contain bromine (two):
SMILES	NPR2 activator	hcDAF12 agonist	SMARCA2 act	DAX1 inh-1	ssDAF12 agonist	GC-A act	DAX1 inh-2	KLK7 zymogen act	GAA850 FXN act	HGIII-sPLA2 inh	hgDAF-12 ag
CCOC(=O)C1CCCN(C(=O)c2cc(OC)ccc2Br)CC1 (stereo not given)	0	-1.1	-2	-0.1	-1.6	-1	x	0.3	0.1	1	3.5
CN1CCN(CCCCOc2ccc(Br)cc2)CC1	-7	-0.8	-4	-0.3	-1.9	7	0.5	-0.2	-1.5	15	-1.1

A different layout for 2 compounds above:
Below each SMILES – NPR2 activator	hcDAF12 agonist	SMARCA2 act	DAX1 inh-1	ssDAF12 agonist	GC-A act	DAX1 inh-2	KLK7 zymogen act	GAA850 FXN act	HGIII-sPLA2 inh	hgDAF-12 ag
Cc1ccc(NC(=O)/C=C/c2ccc([N+](=O)[O-])s2)cc1
 : 4	2.2	6	-0.6	-1.4	3	-0.3	0.2	0.2	3	-3.7
Cc1ccc(Sc2ncccc2COC(=O)Nc2c(C)cccc2C)cc1
 : -6	0.0	0	-0.6	-1.2	1	0.0	-0.1	0.3	-6	-3.3
